Source: PubChem (several laboratories)
SKKanGAS inh = S. pyogenes SKKanGAS growth inhibitors in kanamycin, primary screen, streptokinase expression inhibitor project, SKKanGAS strain, BacTiter-Glo luminescence. 6 h. inhibition, % at 7.5 µM. hit rate 1.3% among 300,000. AID 1662, 2009;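 active means mean replicate score, as percent of positive control median, at least 50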;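 further: strain carries kanamycin resistance gene driven by streptokinase promoter and grows in 40 µg/ml kanamycin; loss of luminescence reflects streptokinase promoter inhibition or plain growth inhibition; 0% = median of DMSO wells and 100% = positive control at its reference dose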
TMEM16A act = TMEM16A chloride channel activators or potentiators, primary screen, cell-based, HTS. HEK293 TMEM16A/YFP-H148Q/I152L, iodide quench fluorescence; stronger effect = lower value. B-score at 10 µM. hit rate 0.3% among 340,000;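 active means fluorescence-ratio B-score plate-corrected deviation score at least 3 library SD below zero, with starting fluorescence score within 5 deviations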;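 further: channel opened by trigger with iodide after compound preincubation; score built on the fluorescence ratio of max minus min over baseline; more negative score means more quench and so TMEM16A activation or potentiation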
Target sequence (Q8BHY3 whole entry, looked up): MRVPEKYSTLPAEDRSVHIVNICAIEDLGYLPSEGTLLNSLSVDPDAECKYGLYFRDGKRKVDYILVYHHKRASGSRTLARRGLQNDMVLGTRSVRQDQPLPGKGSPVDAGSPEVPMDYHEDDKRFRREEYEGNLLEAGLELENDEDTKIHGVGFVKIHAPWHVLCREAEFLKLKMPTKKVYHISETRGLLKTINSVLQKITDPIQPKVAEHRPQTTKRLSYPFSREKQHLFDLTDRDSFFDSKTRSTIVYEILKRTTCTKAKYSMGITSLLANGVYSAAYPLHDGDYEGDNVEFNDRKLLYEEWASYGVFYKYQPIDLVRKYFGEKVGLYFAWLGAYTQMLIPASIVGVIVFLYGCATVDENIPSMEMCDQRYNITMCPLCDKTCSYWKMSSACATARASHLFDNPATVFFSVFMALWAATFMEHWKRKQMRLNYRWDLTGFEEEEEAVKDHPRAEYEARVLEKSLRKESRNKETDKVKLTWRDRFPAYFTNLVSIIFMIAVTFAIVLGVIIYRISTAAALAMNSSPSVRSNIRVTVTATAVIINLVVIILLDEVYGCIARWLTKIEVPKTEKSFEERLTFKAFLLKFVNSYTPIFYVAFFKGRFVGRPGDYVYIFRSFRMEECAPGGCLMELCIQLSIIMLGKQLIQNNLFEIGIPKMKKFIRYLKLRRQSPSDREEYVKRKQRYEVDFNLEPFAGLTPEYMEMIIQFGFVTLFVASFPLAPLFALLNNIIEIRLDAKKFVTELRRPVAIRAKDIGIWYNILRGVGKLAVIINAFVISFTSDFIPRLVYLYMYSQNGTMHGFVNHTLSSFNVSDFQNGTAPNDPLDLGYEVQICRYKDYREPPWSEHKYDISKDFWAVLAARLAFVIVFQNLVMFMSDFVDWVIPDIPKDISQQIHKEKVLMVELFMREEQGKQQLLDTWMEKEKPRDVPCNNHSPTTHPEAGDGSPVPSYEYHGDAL
TMEM16A inh = TMEM16A chloride channel inhibitors, primary screen, cell-based, HTS | hit rate 1.2% among 310,000 | normalized B-score (activity score, 25-100; higher = stronger inhibition) at 10 µM | HEK293 TMEM16A/YFP iodide influx fluorescence, ionomycin | AID 588511, 2011 | Anoctamin-1 (Mus musculus), Q8BHY3;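 active means ratio plate-corrected score three or more library SD toward inhibition, starting fluorescence score within five deviations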;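 further: score derived from kinetic fluorescence span divided by baseline fluorescence per well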
MrgX1 ag = agonists of human MrgX1 receptor, primary screen, HEK293 cells, Fluo-4 calcium flux; B-score at 10 µM; Fluo-4 calcium fluorescence, agonist mode; stronger effect = higher value; Mas-related G-protein coupled receptor member X1 (Homo sapiens), Q96LB2; hit rate 0.44% among 310,000;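 active means calcium response B-score plate-corrected fluorescence ratio at least 3 library SD, with starting fluorescence B-score inside 5 SD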
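Assay system: MrgX1-expressing HEK293 cells / Amount: fifteen thousand cells per well / Doses: test compound in the initial addition of three / Timing: cells plated overnight, dye loaded 0.5 h 37 °C, 0.5 h room temperature / Technique: kinetic calcium dye fluorescence, Fluo-4 NW / Control set: positive and negative controls per plate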
TRPC6 act = mouse TRPC6 channel activators, primary screen, cell-based, HEK293, membrane potential dye; Short transient receptor potential channel 6 (Mus musculus), Q61143; HEK293-TRPC6 membrane potential dye fluorescence; stronger effect = higher value; B-score at 10 µM; hit rate 0.13% among 310,000;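 active means B-score of the integrated fluorescence ratio above library mean plus 3 SD, and starting fluorescence ratio within library mean plus 5 SD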;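 further: higher score means more depolarization so channel activation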
TRPC4 potent = positive allosteric modulators of TRPC4, primary screen, cell-based, mouse TRPC4beta, HEK293 mu-opioid, Fluo-4 calcium; AID 2227, 2009; DAMGO EC20, Fluo-4 Ca2+ flux; stronger effect = higher value; B-score at 10 µM; Short transient receptor potential channel 4 (Mus musculus), Q9QUQ5; hit rate 0.42% among 310,000;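 active means B-score of calcium response area above 5 SD of library B-scores, with initial fluorescence ratio within 5 SD of library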;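 further: B-score of integrated fluorescence ratio over time as area under calcium response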
TRPC4 act = activators of mouse TRPC4 channel, primary screen, Fluo4 calcium, HEK293 TRPC4beta/mu-opioid cells. Short transient receptor potential channel 4 (Mus musculus), Q9QUQ5. Fluo4 calcium fluorescence; stronger effect = higher value. B-score at 10 µM. hit rate 0.49% among 310,000;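 active means B-score above 5 SD of library B-scores, and initial fluorescence ratio not above library mean plus 5 SD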;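 further: positive B-score marks a calcium rise read as TRPC4 activation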
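Material: HEK293 stable line with TRPC4beta plus mu-opioid receptor; technique: Fluo4 calcium-sensitive dye fluorescence, kinetic, 1 Hz baseline; timing: Fluo4 dye loading 45 min at room temperature, 110 s recording; controls: assay buffer as low control, maximal DAMGO as high control; read-out: integrated baseline-normalised fluorescence ratio, converted to per-well B score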
TRPC4 inh = inhibitors of mouse TRPC4 channel, primary screen, Fluo4 calcium, HEK293 TRPC4beta/mu-opioid cells. Short transient receptor potential channel 4 (Mus musculus), Q9QUQ5. DAMGO-evoked Fluo4 calcium flux; stronger effect = lower value. B-score at 10 µM. hit rate 0.39% among 300,000. AID 2247, 2010;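 active means B-score over 3 SD under the library average, no early fluorescence shift, positive overall ratio signal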
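Material: HEK293 cells with stable TRPC4beta plus mu-opioid receptor expression / Probe or stimulus: DAMGO in two steps, submaximal then maximal / Compound: single concentration per test compound / Technique: kinetic Fluo4 fluorescence imaging of calcium influx / Read-out: per-well B score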
MrgX1 antag = antagonists of human MrgX1 receptor, primary screen, HEK293 cells, Fluo-4 calcium flux | Mas-related G-protein coupled receptor member X1 (Homo sapiens), Q96LB2 | BAM8-22 antagonism; stronger effect = lower value | B-score at 10 µM | hit rate 1.3% among 310,000 | AID 588676, 2011;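 active means calcium-response B-score plate-corrected more than 3 library SD below zero, starting fluorescence within 5 deviations, no agonist response on first addition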;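 further: peak minus trough fluorescence over baseline after final BAM8-22 challenge near maximal dose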
MrgX1 allo act = positive allosteric modulators of MrgX1, primary screen, HEK293 cells, Fluo-4 calcium flux | Mas-related G-protein coupled receptor member X1 (Homo sapiens), Q96LB2 | hit rate 0.63% among 310,000 | B-score at 10 µM | AID 588675, 2011 | FDSS; stronger effect = higher value;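 active means plate-corrected calcium response at least 3 library SD above typical, normal starting fluorescence, not activating the receptor alone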;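 further: compound read alongside a low EC10 to EC30 dose of BAM8-22 agonist; peak minus trough fluorescence over baseline measured at the second addition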
TRPC6 inhibitor = mouse TRPC6 channel inhibitors, primary screen, cell-based, HEK293, membrane potential dye; Short transient receptor potential channel 6 (Mus musculus), Q61143; ACh-evoked depolarization; stronger effect = lower value; B-score at 10 µM; hit rate 1.1% among 310,000;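 active means B-score under library mean minus 3 SD, initial fluorescence not abnormally high, positive integrated signal ratio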;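 further: B-score derived from integrated fluorescence ratio over the kinetic read; more negative B-score means stronger inhibition of depolarization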
* marks the source's active call; other numbers are inactive results; i = inactive; / = not tested or not shown. Hits appear at their usual frequency; any-hit rate near 6.7%.

SMILES	SKKanGAS inh	TMEM16A act	TMEM16A inh	MrgX1 ag	TRPC6 act	TRPC4 potent	TRPC4 act	TRPC4 inh	MrgX1 antag	MrgX1 allo act	TRPC6 inhibitor
Cc1ccnc(N2CCC(C(=O)NC3CCCCCC3)CC2)n1	0	i	i	i	i	i	i	i	i	i	i
c1ccc2c(c1)CCOC2CNCCCN1CCCCC1 (stereo not given)	-2	i	/	/	i	i	i	i	/	/	i
N/C(=N\S(=O)(=O)c1ccc(Cl)s1)c1ccccc1	7	i	i	i	i	i	i	i	i	i	i
CC1CN(Cc2nc3c(c(=O)n(C)c(=O)n3C)n2CCN2CCOCC2)CC(C)O1 (stereo not given)	-1	i	/	/	i	i	i	i	/	/	i
COC(=O)c1ccc2c(C)c(C(C)(C)O)[nH]c2c1	-7	i	i	i	i	i	i	i	i	i	i
O=C(CSC(=S)N1CCOCC1)Nc1ccc(S(=O)(=O)Nc2ncccn2)cc1	4	i	i	i	i	i	i	i	i	i	i
COc1ccc(NC(=S)N2CCCCC2c2cccnc2)cc1 (stereo not given)	-11	i	i	i	i	i	i	i	i	i	i
N#CCCN1CCN(Cc2cc(-c3ccccc3)ccc2O)CC1	7	i	i	i	i	i	i	i	i	i	i
N#CC1(NC(=O)COc2ccc3oc4ccccc4c3c2)CCCCC1	1	i	i	i	i	i	i	i	i	i	i
CC1CCCCC1NC(=O)/C(C#N)=C/c1ccc(OCC(N)=O)cc1 (stereo not given)	-5	i	i	i	i	i	i	i	i	i	i
Cc1ccc(CCNC(=O)C2CCN(S(=O)(=O)N3CCOCC3)CC2)cc1	17	i	i	i	i	i	i	i	i	i	i
Cc1cc(C)c(C)c(S(=O)(=O)NC(C(=O)O)C(C)C)c1C (stereo not given)	-1	i	i	i	i	i	i	i	i	i	i
Cc1ccsc1C(=O)Nc1n[nH]c(C(F)(F)F)n1	1	i	i	i	i	i	i	i	i	i	i
CCC(Sc1nc(=O)cc(N)n1CCc1ccccc1)C(=O)Nc1ccccc1C#N (stereo not given)	3	i	i	i	i	i	i	i	i	i	i
CSc1ccccc1NC(=O)Cn1nnc(-c2ccc(S(C)(=O)=O)cc2)n1	2	i	i	i	i	i	i	i	i	i	i
NC(=O)CSc1nnc(-c2ccccn2)n1Cc1ccco1	-7	i	i	i	i	i	i	i	i	i	i
Cc1cc(/C=C2/C(=O)NN(c3ccccc3)C2=O)c(C)n1-c1ccc(O)cc1	33	i	i	i	i	i	i	i	i	i	i
CCN(CC)S(=O)(=O)c1ccc(S(=O)(=O)Nc2cc3c(cc2C(C)=O)OCO3)cc1	-6	i	i	i	i	i	i	i	i	i	i
CCN1C(=O)[C@H]2[C@@H](c3ccc(-c4ccccc4)cc3)N3CCC[C@@]3(C(=O)OC)[C@H]2C1=O	3	i	i	i	i	i	i	i	i	i	i
O=c1c2c3c(sc2ncn1/N=C/c1ccc(Br)o1)CCCC3	-4	i	i	i	i	i	i	i	i	i	i
CC1CC1C(=O)OCC(=O)NC(=O)NCc1ccco1 (stereo not given)	0	/	i	i	i	i	i	i	i	i	i
CCOC(=O)c1c(-c2cccs2)csc1NC(=O)CCCC(=O)O	2	i	i	i	i	i	i	i	i	i	i
CN(CC(=O)Nc1ccc(N2CCOCC2)cc1)C(=O)CCc1cc(C(C)(C)C)c(O)c(C(C)(C)C)c1	6	i	i	i	i	i	i	i	i	i	i
COc1ccc(/C=C(\NC(=O)c2ccc([N+](=O)[O-])cc2)C(=O)NCCCn2ccnc2)cc1	-1	i	i	i	i	i	i	i	i	i	i
CC1=C(C(=O)OCC(Cl)(Cl)Cl)N2C(=O)C(NC(=O)Cc3ccccc3)C2SC1 (stereo not given)	-7	i	i	i	i	i	i	i	i	i	i
COc1cc(O)c(C(CCN2CCN(c3ccccc3)CC2)c2ccc(N(C)C)cc2)c(OC)c1 (stereo not given)	1	i	i	i	i	i	i	i	i	i	i
CC1COc2ccccc2N1S(=O)(=O)c1cc(Cl)ccc1Cl (stereo not given)	16	i	i	i	i	i	i	i	i	i	i
COCCNC(=O)/C(C#N)=C/c1c(N2CCN(c3ccccc3)CC2)nc2ccccn2c1=O	11	i	i	i	i	i	i	i	i	i	i
O=C(Cn1cncn1)c1ccccc1Br	8	i	i	i	i	i	i	i	i	i	i
CCOC(=O)C(NC(=O)c1ccccc1Cl)(Nc1sc2c(c1C(N)=O)CCC2)C(F)(F)F (stereo not given)	-6	i	/	/	i	i	i	i	/	/	i
CC(=O)Nc1c(C(=O)N2CCN(c3ccccn3)CC2)cnn1-c1ccc(C)cc1	2	i	i	i	i	i	i	i	i	i	i
O=C(Cn1cnc([N+](=O)[O-])n1)NCCO	-3	i	i	i	i	i	i	i	i	i	i
COC(=O)c1ccc(NC(=S)NNC(=O)c2ccccc2)cc1	11	i	i	i	i	i	i	i	i	i	i
CN(C)C(=O)Cn1nc(-c2ccccc2)c2ccccc2c1=O	2	i	i	i	i	i	i	i	i	i	i
CCC(=O)NCC(c1cccs1)S(=O)(=O)c1ccc(C)cc1 (stereo not given)	1	i	i	i	i	i	i	i	i	i	i
CC1(c2ccc([N+](=O)[O-])cc2)NC(=O)N(CC(=O)Nc2ccc(N3CCCCC3)cc2)C1=O (stereo not given)	0	i	i	i	i	i	i	i	i	i	i
CC1CCN(c2ccccc2NC(=S)NC(=O)C(C)(C)C)CC1	58*	i	i	i	i	i	i	i	i	i	i
O=C(c1ccccc1)n1c(=O)c(F)cn(COCCBr)c1=O	2	i	i	i	i	i	i	i	i	i	i
CCCCCCC(C)NC(=S)Nc1cc(S(=O)(=O)N(C)C)ccc1C (stereo not given)	6	i	i	i	i	i	i	i	i	i	i
Cc1ccc(OCC(O)CN2CC3(C)CC2CC(C)(C)C3)cc1 (stereo not given)	3	i	i	i	i	i	i	i	i	i	i
COc1ccc(NC(=O)Nc2ccc(N3CCOCC3)c3nonc23)c(OC)c1	1	i	i	i	i	i	i	i	i	i	i
O=C(NC(=O)c1ccccc1)Nc1ccccc1O	-4	i	i	i	i	i	i	i	i	i	i
Cc1ccc2cc3cc(C(=O)NCCCN4CCCC4)oc3nc2c1	4	i	i	i	i	i	i	i	i	i	i
CCOc1ccc(NC(=O)NCC2CCN(c3ccc(OC)cc3)C2)cc1 (stereo not given)	-5	i	i	i	i	i	i	i	i	i	i
Cc1ccc(NC(=O)c2ccc(F)cc2F)cc1	1	i	i	i	i	i	i	i	i	i	i
CCOC(=O)C1=C(CSc2n[nH]c(N)n2)NC(=O)NC1C (stereo not given)	-7	i	i	i	i	i	i	i	i	i	i
CCOC(=O)c1ccc(C(=O)NNC(=O)C2CC=CCC2)cc1 (stereo not given)	-5	i	i	i	i	i	i	i	i	i	i
CC(C)C[C@@H](CC#N)N1CCN(Cc2ccccc2)CCC1=O	0	i	i	i	i	i	i	i	i	i	i
CC1(C)CC(=O)C(C=NCCN2CCN(CC(=O)Nc3ccc(F)cc3)CC2)=C(O)C1	3	i	i	i	i	i	i	i	i	i	i
Cc1cc(=O)n(C)c(=O)n1CCCCCOc1cccc([N+](=O)[O-])c1	-8	i	i	i	i	i	i	i	i	i	i
Cc1ccc(OCC(=O)NNC(=O)Cn2nnc(-c3ccccc3)n2)cc1	-2	i	i	i	i	i	i	i	i	i	i
Cc1ccc(C(c2nnnn2C2CCCC2)N2CCN(c3nc4ccccc4s3)CC2)cc1 (stereo not given)	10	i	i	i	i	i	i	i	i	i	i
Cn1c(SCc2cccc(Br)c2)nc2ccccc2c1=O	34	i	i	i	i	i	i	i	i	i	i
O=C(CCC(=O)Nc1ccccc1Cl)NN=C1CCCC1	/	i	i	i	i	i	i	i	i	i	i
O=C1C2C3C=CC(CC3)C2C(=O)N1c1ccc([N+](=O)[O-])cc1 (stereo not given)	-3	i	i	i	i	i	i	i	i	i	i
O=C(Nc1nnc(SCc2ccccc2)s1)c1cccs1	14	i	i	i	i	i	i	i	i	i	i
O=C(/C(=C/O)N=Nc1ccccc1)c1ccncc1	-8	i	i	i	i	i	i	i	i	i	i
O=C(NNC(=O)c1ccccc1C(=O)O)c1cc2ccccc2o1	0	i	i	i	i	i	i	i	i	i	i
Cc1ccc(CSCCNC(=O)c2ccc(C)cc2)cc1	-18	i	i	i	i	i	i	i	i	i	i
CNC(=O)c1csc(-c2ccc(C)cc2)n1	-6	i	i	i	i	i	i	i	i	i	i
CC(C)(C)NC(=O)COC(=O)c1ccccc1Nc1ccc(SC(F)F)cc1	17	i	i	i	i	i	i	i	i	i	i
CN1CC=C2C(C#N)=C(N)C(C#N)(C#N)C(c3cccc(Cl)c3Cl)C2C1 (stereo not given)	-9	i	i	i	i	i	i	i	-5.5*	i	i
COC(=O)c1cccc(NC(=O)CSc2nc(=O)cc(N)n2-c2ccccc2)c1	14	i	i	i	i	i	i	i	i	i	i
